GDH-TPI inh: counter-screen for M. tuberculosis FBA inhibitors: GDH-TPI coupled enzymes; GDH-TPI coupled enzyme counterscreen, NADH absorbance; inhibition, % at 4.8 µM; 1.2% of 360,000 active; AID 588335;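 also: 0% = DMSO wells and 100% = wells lacking the enzyme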
FadD28 binding: blocks FadD28 binding to the bisubstrate probe | fluorescence polarization | 0.22% of 360,000 active | AID 588549 | inhibition, % at 12.5 µM; in the data active = inhibition above about 8.5%, passing the limit was not always enough; inconclusive = no clear call, values can overlap the other calls
BioA inh: blocks M. tuberculosis BioA enzyme activity | 0.096% of 360,000 active | purified M. tuberculosis BioA enzyme, plate reader | AID 602481 | inhibition, % at 9.99 µM; in the data active = inhibition above about 40%; inconclusive = no clear call, values can overlap the other calls
BoNT-F LC inh: BoNT F light chain protease inhibition; Multiplex microsphere protease cleavage assay, flow cytometry; inhibition, % at 10 µM; 0.22% of 360,000 active; in the data active = inhibition above about 35%, passing the limit was not always enough; inconclusive = no clear call, values can overlap the other calls; also: plate controls were buffer without enzyme for full effect and enzyme alone for no effect
CCHF vOTU inh: CCHFV vOTU protease inhibition | 0.55% of 370,000 active | inhibition, % at 11.5 µM | Pep-AMC fluorescence; also: 0% = vehicle wells with enzyme and 100% = no enzyme wells
Mtb FBA inh: inhibits M. tuberculosis FBA enzyme. P9WQA3. purified M. tuberculosis FBA, fluorescence read-out. inhibition, % at 1 µM. 2.3% of 360,000 active; in the data active = inhibition above about 27%;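 also: 0% = vehicle and 100% = reference inhibitor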
Target sequence (P9WQA3 whole entry, looked up): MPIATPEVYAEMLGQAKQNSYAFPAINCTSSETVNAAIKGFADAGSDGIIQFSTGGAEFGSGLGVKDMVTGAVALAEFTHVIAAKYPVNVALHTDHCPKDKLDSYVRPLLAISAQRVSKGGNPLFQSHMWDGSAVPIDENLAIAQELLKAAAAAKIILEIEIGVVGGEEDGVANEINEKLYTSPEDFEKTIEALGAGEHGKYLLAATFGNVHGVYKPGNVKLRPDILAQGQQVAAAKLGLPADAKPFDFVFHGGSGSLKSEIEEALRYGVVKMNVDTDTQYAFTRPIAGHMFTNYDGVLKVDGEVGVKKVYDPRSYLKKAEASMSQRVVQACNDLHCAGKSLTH
BoNT-A LC inh2: blocks Botulinum neurotoxin A light chain protease. inhibition, % at 10 µM. 0.17% of 360,000 active. multiplex microsphere protease substrate cleavage, flow cytometry. AID 588499; in the data active = inhibition above about 30%; inconclusive = no clear call, values can overlap the other calls; also: plate controls were buffer without enzyme for full effect and enzyme alone for no effect
Mtb UGM inh: blocks M. tuberculosis UGM enzyme | P9WIQ1 | purified UGM, fluorescence polarization probe displacement | inhibition, % at 10 µM | 0.06% of 320,000 active; in the data active = inhibition above about 10%, passing the limit was not always enough; inconclusive = no clear call, values can overlap the other calls
Target sequence (P9WIQ1 whole entry, looked up): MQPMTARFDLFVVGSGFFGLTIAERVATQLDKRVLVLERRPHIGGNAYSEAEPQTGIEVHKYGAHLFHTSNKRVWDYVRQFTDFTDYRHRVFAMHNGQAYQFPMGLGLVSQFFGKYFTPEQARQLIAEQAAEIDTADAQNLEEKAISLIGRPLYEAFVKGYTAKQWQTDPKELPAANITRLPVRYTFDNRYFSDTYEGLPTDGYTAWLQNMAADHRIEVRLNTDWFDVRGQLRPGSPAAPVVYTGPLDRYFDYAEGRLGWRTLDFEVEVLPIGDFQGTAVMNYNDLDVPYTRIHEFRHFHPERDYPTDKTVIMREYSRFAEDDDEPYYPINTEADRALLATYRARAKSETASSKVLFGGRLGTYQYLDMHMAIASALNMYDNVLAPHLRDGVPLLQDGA
PrPC TRFRET: reduces human prion protein on the cell surface. inhibition, % at 13.8 µM. 0.43% of 370,000 active. cell surface PrPC, TR-FRET read-out. AID 720596. P04156; in the data active = inhibition above about 24%; also: 0% = median of the test wells and 100% = reference compound wells
* = called active by the depositor; ? = inconclusive; . = no result given; + = active, no number. Rule as the data show it, unless noted: active = inhibition above about 30%; inactive = the rest.

SMILES | GDH-TPI inh | FadD28 binding | BioA inh | BoNT-F LC inh | CCHF vOTU inh | Mtb FBA inh | BoNT-A LC inh2 | Mtb UGM inh | PrPC TRFRET
C=CCc1ccccc1OCC(=O)OCCNC(=O)c1cccnc1 | 2 | -2.7 | -0.7 | ? | 8 | 2 | -0.3 | 3.1 | 9
CN(C)/C=C(/C(=O)c1ccc(Cl)c(Cl)c1)c1nnnn1-c1ccccc1 | 9 | -5.3 | -1.5 | ? | 0 | -3 | -31 | 1.7 | -2
CCOc1ncccc1C(=O)NCc1ccccc1F | -4 | -2.1 | 1.2 | -1 | -5 | -1 | 0.4 | -1.0 | 8
COc1ccccc1NC(C)=O | -9 | -2.0 | -0.8 | ? | 11 | -6 | -1.6 | 2.9 | 6
CC(=O)Nc1ccc(C(=O)NC(CC(=O)O)c2ccc(Cl)cc2)cc1 (configuration not stated) | 15 | -0.7 | -0.4 | 7 | 2 | 1 | 0.9 | -1.6 | -6
CSCSC1=C(C#N)C(c2ccccc2Cl)C(C(C)=O)=C(C)N1 (configuration not stated) | 10 | -1.7 | 2.0 | -1 | 27 | -2 | 0.2 | -1.9 | 10
Cc1snc(SCC(=O)c2ccc(F)cc2)c1C#N | 3 | -3.6 | . | 2 | -3 | 1 | 0.6 | 1.7 | -3
O=C(CNC(=O)C12CC3CC(CC(C3)C1)C2)N1CCN(S(=O)(=O)/C=C/c2ccccc2)CC1 | 13 | 2.1 | 0.6 | -3 | 1 | -1 | -0.3 | 0.4 | 0
O=C(O)/C=C/C(=O)Nc1ccc(F)cc1F | -5 | -1.3 | -0.2 | 2 | 9 | 0 | -0.3 | 0.9 | 3
N#C/C(C(=O)NCc1ccco1)=C1/SC(Cc2ccc(F)cc2)C(=O)N1c1ccccc1 (configuration not stated) | 6 | -2.7 | 2.0 | -5 | 14 | 4 | 0.1 | 3.5 | 1
CCC(C)(C(=O)NC1CCCC1)N(C)C(=O)Cc1c[nH]c2ccccc12 (configuration not stated) | 1 | -1.3 | 4.0 | 2 | -9 | 1 | 0.7 | 0.7 | -3
COC(=O)C1=C(c2cccc(OC)c2OC)C[C@@H]2CC[C@H]1N2C(=O)N1CCCC1 | 4 | -4.7 | 0.8 | 9 | -2 | 0 | -0.1 | 2.2 | 5
Cc1cccc(C(=O)Nc2ccc(N3CCN(C(=O)c4ccco4)CC3)cc2)c1 | -4 | . | 0.1 | 5 | 7 | -1 | 0.2 | -0.2 | -3
O=C(O)c1cccc(N2C(=O)CSC2c2c(F)cccc2Cl)c1 (configuration not stated) | 8 | 0.0 | -1.6 | 5 | -8 | 5 | -0.8 | 1.0 | 10
CN(C)Cc1c(O)ccc2cc(-c3nc4ccccc4n3C)c(=O)oc12 | -7 | -1.8 | 3.0 | ? | -350 | + | 0.7 | 2.8 | -20
O=c1oc2cc(O)ccc2s1 | -1 | -1.4 | -0.6 | -9 | 0 | 0 | -0.6 | -6.3 | -4
CCCCN(C=O)c1c(CC)nc2ccc(C(=O)N3CCN(S(=O)(=O)CC)CC3)cn12 | 5 | 0.0 | 0.4 | -5 | 14 | -2 | 0.0 | . | 5
CCOC(=O)c1c(NC(=O)c2cnn3c2NC(c2cccc(OC)c2)CC3C(F)(F)F)sc2c1CCCC2 (configuration not stated) | -5 | -0.3 | . | -1 | -1 | 5 | -1.3 | -3.0 | 2
CC1(C(=O)CSc2nc3ccccc3[nH]2)CCC(=O)O1 (configuration not stated) | 2 | -0.3 | -1.0 | -2 | 0 | 0 | -0.3 | -2.9 | 12
COc1cccc2c1cc1c(=O)n(CC(=O)N3CCCC3)nc(C)n12 | -2 | -4.1 | -1.7 | 1 | -26 | 80* | 1.4 | . | -6
COc1ccc(CN=Cc2c(C(=O)O)[nH]c3ccccc23)cc1 | 2 | -4.0 | . | -3 | 0 | 0 | 0.1 | -1.8 | -1
CN(C)C(=O)c1nc2ccc(Cl)cn2c1CN1CCN(c2ncccn2)CC1 | 1 | 0.0 | 3.3 | -2 | -2 | 0 | -0.2 | -0.1 | 3
COC(=O)N/C(C)=C1/NC(=O)c2ccccc2C(c2ccccc2)N1 (configuration not stated) | 1 | -3.7 | 1.2 | 5 | -4 | 0 | -0.1 | 5.4 | -4
COc1ccc(NC(=O)CSc2nnc(C3CC3)n2C)cc1 | 6 | -3.5 | . | -7 | 5 | 1 | -1.9 | -1.2 | -7
CCCC/C=C/C(NC(=O)c1ccc(C(=O)OC)cc1)c1ccccc1 (configuration not stated) | 3 | -3.1 | -0.5 | -4 | 7 | -2 | -0.3 | 0.4 | 10
CNC(=O)c1cccn1-c1ccsc1C(=O)OC | -7 | -1.3 | -0.7 | 12 | 9 | 5 | 0.1 | -0.3 | -1
CCn1c(CNC(=O)c2ccccc2Br)nnc1SCC(=O)Nc1nncs1 | 2 | 0.5 | -0.6 | 5 | -6 | 6 | 0.1 | -2.1 | 0
CCOC(=O)Cn1ccc(NC(=O)c2ccc(F)cc2)n1 | 1 | . | -0.7 | 6 | -4 | -3 | -2.7 | 4.4 | -7
CCSc1nnc(NC(=O)CSc2nncc(=O)n2N)s1 | 5 | -2.2 | . | -5 | 9 | 16 | -1.6 | 1.3 | 6
CCOC(=O)C1=CC[C@@H](c2ccccc2)N(S(=O)(=O)c2ccc(C)cc2)[C@H]1c1cccc(OC)c1 | . | 0.0 | -0.3 | 4 | 0 | -3 | -0.4 | . | -2
Cc1cc2c(cc1S(=O)(=O)N(C)Cc1ccccc1)n(C)c(=O)c(=O)n2C | 14 | 0.1 | -0.3 | -6 | -7 | 3 | 0.5 | 3.9 | -1
O=C(COC(=O)CNC(=O)c1ccc(-c2ccccc2)cc1)NCc1ccco1 | 6 | -0.5 | -2.3 | 2 | -17 | 2 | -0.7 | 3.1 | -3
CCCn1cc(SCC(N)=O)c2ccccc21 | -6 | -2.9 | -0.8 | 2 | 1 | 1 | 0.8 | -2.2 | 4
Cc1ccc(NC(=O)O/N=C/c2c(C)nn(C(C)(C)C)c2C)cc1Cl | 0 | 0.3 | 9.7 | . | -6 | 2 | . | -0.8 | -6
O=C(c1ccc(Cl)c(S(=O)(=O)N2CCOCC2)c1)N(Cc1ccco1)Cc1cccs1 | 6 | -4.1 | 1.0 | -20 | -3 | -3 | -3.2 | . | -2
C1CCc2c(c(N3CCOCC3)nc3sc4c(N5CCOCC5)nnnc4c23)C1 | 9 | 0.0 | . | -2 | 28 | 4 | -0.2 | . | 7
CCOc1ccc(C(=O)Nc2ccccc2N2CCCC2)cc1 | 10 | -0.5 | -1.9 | 13 | 1 | -9 | 1.6 | 1.3 | -2
CCOc1cc(C2C3=C(CCCC3=O)OC3=C2C(=O)CCC3)cc([N+](=O)[O-])c1O | 3 | 0.1 | . | -3 | 24 | -1 | 1.8 | 2.7 | -12
O=C(Cn1cnc2c(oc3ccccc32)c1=O)NCc1ccco1 | 5 | -1.5 | -1.4 | 0 | 5 | 3 | 0.0 | 3.2 | 6
CCOc1ccc(/C=N/NC(=O)c2nnn(-c3nonc3N)c2CN2CCC(C)CC2)cc1 | 13 | 0.8 | -0.3 | 3 | 5 | 1 | 1.0 | 0.3 | -6
Cc1cccc2c(=O)cc(C)n(CC(N)=O)c12 | 0 | -4.1 | . | ? | -9 | -3 | ? | 1.3 | -6
CN1C(C(=O)Nc2ccccn2)=C(O)c2ccccc2S1(=O)=O | 33* | -1.8 | 3.4 | -7 | 16 | -2 | -0.5 | -0.6 | -4
Cc1nc(SCC(=O)Nc2c(C)nn(C)c2C)c2cnn(-c3ccccc3)c2n1 | 2 | -4.1 | -0.2 | -2 | 0 | 4 | -1.0 | -0.7 | 6
O=C(O)c1ccc(Cn2cnc3c(=S)nc[nH]c32)cc1 | 1 | -1.5 | -0.5 | 2 | -1 | -1 | 0.4 | . | -1
Cc1ccc(Cl)cc1NC1=NC(=S)N(C(C)C)C12CCCCC2 | -9 | -5.0 | 0.0 | -2 | -8 | -5 | 0.9 | -0.3 | 0
COc1cc(C(=O)Nc2nccs2)c(Br)c(OC)c1OC | 10 | 0.4 | . | 1 | -5 | 1 | -0.7 | -1.5 | -2
COc1cc2[nH]c(C(=O)N3CCN(C)CC3)cc2c(OC)c1OC | 1 | -4.2 | -2.1 | -6 | 2 | -5 | 0.4 | -0.1 | -3
CC(C)(CO)CNC(=O)CCc1nnc(-c2ccc(-c3ccccc3)cc2)o1 | 5 | 1.4 | 0.5 | -10 | 12 | 8 | -2.0 | 3.2 | 3
CCc1ccccc1NC(=O)CN1C(=O)c2ccccc2S1(=O)=O | 7 | 0.5 | -1.5 | 16 | 9 | -1 | 0.5 | 2.3 | 5
C=CCn1c(SCC(=O)N2CCOCC2)nc(O)c(Cc2ccccc2)c1=O | 17 | 1.3 | 0.7 | 0 | -6 | 1 | 0.3 | -2.9 | 19
O=C1NCCCC1C(=O)N/N=C/c1ccccc1 (configuration not stated) | -2 | -2.9 | -1.4 | -5 | -16 | -3 | 0.1 | 3.6 | 6

Entries of single compounds, looked up by structure. Screens in order: GDH-TPI inh, FadD28 binding, BioA inh, BoNT-F LC inh, CCHF vOTU inh, Mtb FBA inh, BoNT-A LC inh2, Mtb UGM inh, PrPC TRFRET
CC(C)(CO)CNC(=O)CCc1nnc(-c2ccc(-c3ccccc3)cc2)o1 is listed with 5, 1.4, 0.5, -10, 12, 8, -2.0, 3.2, 3
Cc1cccc2c(=O)cc(C)n(CC(N)=O)c12 is listed with 0, -4.1, ., ?, -9, -3, ?, 1.3, -6
CCOc1cc(C2C3=C(CCCC3=O)OC3=C2C(=O)CCC3)cc([N+](=O)[O-])c1O is listed with 3, 0.1, ., -3, 24, -1, 1.8, 2.7, -12
O=C1NCCCC1C(=O)N/N=C/c1ccccc1 (configuration not stated) is listed with -2, -2.9, -1.4, -5, -16, -3, 0.1, 3.6, 6
Cc1ccc(Cl)cc1NC1=NC(=S)N(C(C)C)C12CCCCC2 is listed with -9, -5.0, 0.0, -2, -8, -5, 0.9, -0.3, 0
